# ERp5 inh = inhibitors of ERp5-driven insulin aggregation, primary screen, biochemical, turbidity, absorbance 650 nm, single point; 90 min; 350,000 compounds, 0.05% hits; inhibition, % at 9.99 µM; AID 651711, 2012;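 active means mean replicate inhibition above about 25%, with every replicate also reaching it, limit read from the data, passing the limit was not always enough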
# Target sequence (Q15084 whole entry, looked up): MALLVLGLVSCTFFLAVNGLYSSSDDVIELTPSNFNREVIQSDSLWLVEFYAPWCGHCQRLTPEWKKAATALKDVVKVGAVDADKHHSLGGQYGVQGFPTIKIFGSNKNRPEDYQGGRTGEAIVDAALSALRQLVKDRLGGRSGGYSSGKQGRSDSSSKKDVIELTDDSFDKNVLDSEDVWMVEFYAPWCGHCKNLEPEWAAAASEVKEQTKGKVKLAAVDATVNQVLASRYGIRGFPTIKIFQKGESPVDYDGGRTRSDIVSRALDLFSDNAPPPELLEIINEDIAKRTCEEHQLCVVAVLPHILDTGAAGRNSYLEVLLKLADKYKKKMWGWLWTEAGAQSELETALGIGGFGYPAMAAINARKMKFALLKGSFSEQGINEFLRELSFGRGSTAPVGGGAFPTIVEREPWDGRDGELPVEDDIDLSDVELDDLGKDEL
# ARNT-TACC3 inh = disruptors of ARNT/TACC3 protein interaction, primary screen, biochemical, AlphaScreen, single concentration; 390,000 compounds, 0.66% hits; Transforming acidic coiled-coil-containing protein 3 (Homo sapiens), Q9Y6A5; inhibition, % at 9.99 µM; AID 623870, 2012; AlphaScreen His-ARNT PAS-B/GST-TACC3 binding, luminescence; TACC3 fragment carries E629A point mutation;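 active means mean inhibition of replicates at least 50% and at least half of replicates each reaching 50%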;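 further: 0% = complete ARNT plus TACC3 wells and 100% = ARNT alone without TACC3; many hits fall short of the cut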
# C2C12 statin = suppressors of statin myotoxicity in C2C12 myotubes, primary screen, cell-based, single point, plate reader; C2C12 myotubes + simvastatin, ATP luminescence, 48 h; scaled: DMSO 0, geranylgeraniol control 100; rescue of ATP level, % at 7.49 µM; 330,000 compounds, 0.78% hits; AID 602340, 2012;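 active means mean ATP rescue above about 67%, or every replicate alone reaching that limit, limit read from the data, passing the limit was not always enough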;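 further: myotubes were challenged with 10 µM simvastatin during compound exposure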
# miR122 inh = miR-122 Renilla sensor signal increase in Huh7, primary screen, miR-122 inhibitor project, cell-based, single point, plate reader; Huh7 miR-122 Renilla luciferase sensor, 48 h; neutral wells = 0, positive control = 100; activation (reporter increase), % at 12.5 µM; 340,000 compounds, 0.3% hits; AID 602342, 2012;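 active means mean replicate activation score at least 90 and every replicate individually at or above 90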;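 further: higher luciferase means less miR-122 activity so hits act as miR-122 inhibitors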
# SIRT5 block = SIRT5 desuccinylase inhibitors, primary screen, biochemical, fluorescence imaging, single point, set 5; NAD-dependent protein deacylase sirtuin-5, mitochondrial (Homo sapiens), Q9NXA8; Purified SirT5, succinyl-peptide AMC, trypsin-coupled fluorescence; inhibition, % at 15 µM; 330,000 compounds, 1.1% hits; AID 652115, 2013; in the data active means inhibition above about 15%
# Target sequence (Q9NXA8 whole entry, looked up): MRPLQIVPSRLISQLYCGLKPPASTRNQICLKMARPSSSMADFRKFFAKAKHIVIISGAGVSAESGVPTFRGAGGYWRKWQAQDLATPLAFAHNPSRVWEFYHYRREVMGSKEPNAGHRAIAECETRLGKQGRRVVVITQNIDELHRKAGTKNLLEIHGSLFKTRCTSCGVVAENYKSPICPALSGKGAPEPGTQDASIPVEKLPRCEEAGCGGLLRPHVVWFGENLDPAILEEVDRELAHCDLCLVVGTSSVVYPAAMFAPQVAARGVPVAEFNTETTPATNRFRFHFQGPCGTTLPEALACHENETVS
# esBAF inh = Bmi1 luciferase reporter increase in mESCs, primary screen, esBAF inhibitor project, mouse ES cells, Bmi1 luciferase knock-in, single point; 350,000 compounds, 2% hits; reporter increase, % at 12.5 µM; 24 h; 100% = twice the neutral-well signal; in the data active means activation above about 40%;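 further: 0% = median of the plate's neutral control wells and 100% = double that signal; a rise in the Bmi1 reporter signal indicates esBAF inhibition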
# Cneo AK release = Cryptococcus neoformans cell lysis inducers, primary screen, AK release luminescence, single concentration; C. neoformans lysis, adenylate kinase release luminescence, 4 h; normalised: neutral wells 0, clomiphene wells 100; AID 651654, 2012; 360,000 compounds, 0.2% hits; lysis activity, % at 15 µM;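 active means mean lysis activity across replicates of at least 80%, whatever share of replicates individually reach that level; inactive means mean lysis activity below 80%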
#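 Test system: log-phase Cryptococcus neoformans yeast cells; Quantity: yeast cell density of 5 × 10^6 cells/mL; Buffer or medium: YPD; Doses: single compound concentration per well; Timing: 4 h at 37 °C static, read 1 h later; Measured by: AK luminescence; Read-out basis: lysis from increased AK signal; Control set: Clomiphene as positive control.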
# Starred values were filed as active, the others as inactive; . = no result given; [ ] = another dose, or the depositor's remark.
SMILES,ERp5 inh,ARNT-TACC3 inh,C2C12 statin,miR122 inh,SIRT5 block,esBAF inh,Cneo AK release
CSc1nc(NS(=O)(=O)c2cc(Br)ccc2Br)cc(=O)[nH]1,1,-2,34,-7,2,-2,-1
CC1(C)C(N(O)C(=O)Nc2ccc(Cl)cc2)N(c2ccc(Cl)cc2)C(=O)N1CC(=O)NN (stereo not drawn),-1,-3,63,0,-1,-9,1
O=C(c1cc(C2CCCCN2C(=O)CCCc2ccccc2)on1)N1CCOCC1 (stereo not drawn),10,.,1,-4,.,1,3
O=C(CCN1CCc2ccccc2C1)c1ccc2c(c1)OCCO2,.,-5,-2,-14,.,6,-1
O=[N+]([O-])c1ccc(Oc2cc(NC3CCCCCCC3)c([N+](=O)[O-])cc2[N+](=O)[O-])cc1,1,-3,17,4,5,-5,2
COc1ccc(-n2nc3c(c2NC(=O)CCCl)CSC3)cc1,-10,2,1,-1,2,1,0
Cc1c(C)n(O)c2ccc3nonc3c12,3,0,.,1,-1,.,-1
COc1ccc(/C=C/c2nc3ccccc3c(=O)n2-c2cccc(C(=O)O)c2)cc1,1,-1,0,-4,18*,5,1
C/C(=N\NS(=O)(=O)c1ccc(C)c([N+](=O)[O-])c1)c1ccc2c(c1)OCO2,0,-40,4,4,0,0,.
COC(=O)CCc1nc2c(C#N)c(-c3ccc(Cl)cc3)ccn2n1,2,14,5,4,-1,-10,8
Cc1cccc(N2CCN(S(=O)(=O)c3ccc(Cl)nc3)CC2C)c1 (stereo not drawn),10,.,-6,-12,.,3,.
COC(=O)c1c(NC(=O)c2ccccc2)sc2c1CC(C)(C)OC2,.,-4,-7,-4,.,4,.
COc1ccc(/C=C2\SC(=O)N(CCC(=O)N3CCCCC3)C2=O)cc1OC,-7,6,13,-4,-11,2,-2
COc1ccc(-c2noc3c2-c2nc(C(C)C)sc2CC3)cc1,.,-4,4,-4,.,0,2
O=C(NCC1CCCCC1)c1ccc(=O)[nH]c1,-1,11,-2,-8,0,-8,2
CC(C)CN(C(=O)CSc1nc(N)cc(N)n1)C1CCS(=O)(=O)C1 (stereo not drawn),-1,-3,-1,-9,.,-4,0
CC(=O)Nc1ccc(-c2c(C)cc3oc(=O)cc(-c4ccccc4)c3c2C)cc1,-6,1,-16,1,-2,3,-4
COc1ccc(OCC(=O)N2CCN(C(=O)COc3ccc(Br)cc3)CC2)cc1,.,-6,0,0,.,-6,-1
CCN(CC)C(=O)CCCc1c[nH]c2ccccc12,-1,8,.,.,-1,.,.
CCC(=O)Nc1ccc2c(c1)C(=O)N(C)[C@@H]1CC[C@H](CC(=O)NCc3ccccc3Cl)O[C@H]1CO2,6,-18,-3,-1[16.7 µM],5,-5,49
O=C(c1ccc(F)cc1)N1CCC(C(=O)N2CCN(S(=O)(=O)c3ccccc3Br)CC2)CC1,-1,0,1,-5,4,-7,-1
COc1ccccc1S(=O)(=O)N(C)C[C@H]1OCc2ccccc2-c2ccccc2C(=O)N([C@@H](C)CO)C[C@H]1C,5,12,6,.,-1,0,-6
Cc1ccc(C(=O)c2cnc3ccccc3c2-c2ccccc2)cc1,.,4,-18,8,.,8,3
C=CCNC(=O)/C(=C\c1ccc(OC)cc1)NC(=O)c1ccc([N+](=O)[O-])cc1,-1,2,.,.,0,.,.
C[C@H]1CN([C@@H](C)CO)C(=O)c2cc(-c3cccc(F)c3)cnc2O[C@H]1CN(C)Cc1ccncc1,-2,-3,20,-4[16.7 µM],1,2,-3

# Molecules from the list above that contain two or more sulfur atoms:
SMILES,ERp5 inh,ARNT-TACC3 inh,C2C12 statin,miR122 inh,SIRT5 block,esBAF inh,Cneo AK release
CSc1nc(NS(=O)(=O)c2cc(Br)ccc2Br)cc(=O)[nH]1,1,-2,34,-7,2,-2,-1
CC(C)CN(C(=O)CSc1nc(N)cc(N)n1)C1CCS(=O)(=O)C1 (stereo not drawn),-1,-3,-1,-9,.,-4,0

# One compound at a time, from the list above. Screens in order: ERp5 inh, ARNT-TACC3 inh, C2C12 statin, miR122 inh, SIRT5 block, esBAF inh, Cneo AK release
# Results for O=C(c1ccc(F)cc1)N1CCC(C(=O)N2CCN(S(=O)(=O)c3ccccc3Br)CC2)CC1 : -1, 0, 1, -5, 4, -7, -1
# Results for O=C(CCN1CCc2ccccc2C1)c1ccc2c(c1)OCCO2 : ., -5, -2, -14, ., 6, -1
# Results for CSc1nc(NS(=O)(=O)c2cc(Br)ccc2Br)cc(=O)[nH]1 : 1, -2, 34, -7, 2, -2, -1

# Remaining list, next part
SMILES,ERp5 inh,ARNT-TACC3 inh,C2C12 statin,miR122 inh,SIRT5 block,esBAF inh,Cneo AK release
C=C(C)C1Cc2nc(N)nc(C)c2C1 (stereo not drawn),.,3,.,0,.,.,0
CCc1ccc2c(c1)C1(SC(NC(C)=O)=NN1C(C)=O)C(=O)N2C(C)C (stereo not drawn),.,2,-4,11,.,0,.
CSc1ccc(/C=N\NC(=O)CC(=O)NC(C)C)cc1,2,1,3,2,-5,4,.
COc1ccc(C(=O)N2CCN(C3CCC(c4ccccc4)CC3)CC2)cc1OC (stereo not drawn),.,3,2,-6,.,-6,-1
O=C(NCCC1CCCCN1S(=O)(=O)c1ccccc1)C(=O)NC1CC1 (stereo not drawn),0,-5,5,.,-3,-1,0
COc1ccc(CN2C[C@H](O)COC[C@H]3O[C@H](CC(=O)NCc4ccncn4)CC[C@@H]32)cc1,-2,14,-5,-1[16.7 µM],5,-1,-2
CNC[C@H]1OCCCC[C@H](C)Oc2ccc(NC(=O)NC3CCCCC3)cc2C(=O)N([C@H](C)CO)C[C@H]1C,-1,-8,-40,-4[16.7 µM],-1,-3,-1
CCN(CC)S(=O)(=O)c1ccc(Cl)c(NC(=S)NC(=O)C2CCCC2)c1,0,-3,-100,-2,-3,-13,2
C[C@@H]1CN([C@H](C)CO)C(=O)c2cc(C#Cc3ccccc3)cnc2O[C@H]1CN(C)C(=O)c1ccccc1,-4,19,13,-4[16.7 µM],12,4,29
CC(C)Nc1ncnc2c1ncn2[C@H]1CN(Cc2ccncc2)C[C@@H](CO)O1,1,.,5,-3,.,-1,-1
Nc1cccc(-c2cc3ccccc3oc2=O)c1,-2,0,1,-7,1,-3,2
CCOc1ccccc1NC(=O)CSc1nncc2ccccc12,3,0,-38,0,-2,-5,2
O=[N+]([O-])c1cnc2ccccn12,-2,-4,7,-3,2,-2,4
CCOc1cc(/C=N/NS(=O)(=O)c2ccccc2)ccc1OS(=O)(=O)c1ccc(C)cc1,.,-5,-9,2,.,0,3
C[C@H](O)C#Cc1ccc2c(c1)O[C@H](CN(C)C)[C@@H](C)CN([C@@H](C)CO)S2(=O)=O,-1,-4,-2,6[16.7 µM],-3,-1,-7
CCOC(=O)Nc1cc(C(=O)OC)ccc1C,6,8,-2,0,-3,-5,.
NC(=O)C1CCCN(C(=O)CNC(=O)C23CC4CC(CC(C4)C2)C3)C1 (stereo not drawn),-2,-4,3,.,0,-3,-3
CCC(=O)Nc1ccc2c(c1)C(=O)N(C)C[C@H](OC)[C@H](C)CN(CCc1ccccc1)[C@@H](C)CO2,0,-11,-4,14[16.7 µM],0,-2,-3
CCC(C)[C@H](NC(=O)Nc1ccccc1F)C(=O)O (stereo partly drawn),0,35,7,1,1,3,.
CCN(CC(=O)Nc1c(F)cccc1F)C(=O)/C=C/c1ccc(C)cc1,-1,.,5,.,-6,31,1
Cc1ccc(NC(=O)CSCC(N)=O)cc1C,.,4,7,-11,.,6,6
COc1ccc(C(=O)OCCOc2cccc(Cl)c2)cc1S(=O)(=O)N1CCOCC1,-3,-3,-4,-9,-1,1,1
COCc1c(Br)c(C)nc(OCC(=O)O)c1C#N,12,.,.,-6,0,-3,-1
CC(=O)Nc1cnc(-c2cccc(C(=O)N(C)C)c2)cn1,1,.,-5,-9,0,31,4
COc1ccc(C)cc1NC(=O)c1nn(C)cc1Br,-5,-6,-9,14,-7,-4,0
SMILES,ERp5 inh,ARNT-TACC3 inh,C2C12 statin,miR122 inh,SIRT5 block,esBAF inh,Cneo AK release
COc1ccc(NC(=O)CSc2nnc(-c3cccs3)n2N)cc1S(N)(=O)=O,0,-21,3,-6,.,-2,1
CCN(Cc1nc2cc(Cl)ccc2c(=O)[nH]1)C(=O)c1cccc(NC(=O)c2cccs2)c1,-4,0,-20,-4,1,3,0
Cc1ccc(Cl)c(OCC(=O)OCC(=O)NC2CCCc3ccccc32)c1 (stereo not drawn),-1,-6,-1,-4,0,1,-1
CCOC(=O)c1cn(Cc2c(C)c(C)c(C)c(C)c2C)nn1,4,-5,.,-16,1,.,1
Clc1cccc(-c2nc(NCC3CCCO3)c3ccccc3n2)c1 (stereo not drawn),5,-9,.,.,0,.,.
COc1ccc(C(=O)Cc2cc(OC)c(OC)cc2[N+](=O)[O-])c(OC)c1,-5,-2,-13,.,1,52*,-1
C[C@]12C(=O)N(c3ccc(Br)cc3)C(=O)N1[C@H]1c3ccccc3OC[C@@H]1[C@H]2c1ccccc1,-1,-27,-8,-5,-1,-7,2
O=C1[C@H](Oc2ccccc2)[C@@H](c2ccncc2)N1c1ccncc1,-2,-2,-5,3,-3,1,-2
COc1ccc(C)cc1S(=O)(=O)N(C)CC(=O)NC1CCCCC1,.,-6,.,-2,.,4,0
C[C@@H]1CCCCO[C@@H](CN(C)CC2CCCCC2)[C@H](C)CN([C@H](C)CO)C(=O)c2cc(NS(=O)(=O)c3ccc(F)cc3)ccc2O1,1,0,-34,-18[16.7 µM],3,9,55
CCOc1[nH]n(-c2ccc(Cl)cc2)c(=O)c1C=Nc1ccc(O)cc1,.,0,7,6,.,1,-2
N#CCCN(Cc1ccccc1)C(=O)CCC(=O)c1ccc(F)cc1,-2,.,1,1,.,6,1
COc1cc(C2(c3ccc(O)c(OC)c3)C(=O)N(C)c3ccc(Br)cc32)ccc1O,3,-4,.,.,2,.,.
CO[C@H]1CN(C)C(=O)c2ccc(NC(=O)C3CCC3)cc2OC[C@H](C)NC[C@H]1C,-3,1,-5,1[16.7 µM],0,1,7
CCC(C)NC(=O)CSc1ncccc1C(=O)O (stereo not drawn),.,-40,-6,3,.,-6,1
OC(COc1cccc2ccccc12)CN1CCN(c2ccc(Cl)cc2)CC1 (stereo not drawn),1,14,10,-4,-1,-6,9
CCNC(=O)c1ccc(-n2nc(C(F)(F)F)c3c2CCCC3)cc1,.,-11,-1,.,.,3,0
CC(C)CC#Cc1ccc2c(c1)O[C@@H](CN(C)C(=O)CC1CC1)[C@H](C)CN([C@H](C)CO)S2(=O)=O,11,.,19,18[16.7 µM],-5,6,.
COC(=O)C1CN(C(=O)COc2cc(C)cc(C)c2)c2ccccc2O1 (stereo not drawn),-1,-21,2,.,-2,1,-3
O=C(NCc1ccc2c(c1)OCO2)c1ccc(CS(=O)Cc2cccc(Cl)c2)o1 (stereo not drawn),6,-5,7,-4,1,-1,-1
Cc1cc(Cl)c(S(=O)(=O)N2CCN(c3ccc(F)cc3)CC2)cc1OCC(N)=O,.,-8,-5,-6,.,-4,0
Cc1noc(C)c1C(=O)OC(C)C(=O)Nc1ccc2c(c1)OCO2 (stereo not drawn),6,6,6,1,0,2,1
c1csc(C(c2nnnn2C2CCCCC2)N2CCCC3(CCCCC3)C2)c1 (stereo not drawn),.,-1,-4,-1,.,-12,1
CCC1CCCCN1C(=O)CSc1nnc(-c2cccs2)o1 (stereo not drawn),.,-16,-6,5,.,35,-4
O=c1[nH]c(-c2ccc(F)cc2)nc2c1sc(=S)n2-c1ccccc1,2,-2,-25,4,1,-17,0
